High-throughput results as filed in PubChem BioAssay.
eLon inh: inhibitors of E. coli Lon protease; purified E. coli Lon protease, fluorescence polarization; AID 602123; 360,000 compounds, 0.42% hits; inhibition, % at 7.94 µM; in the data active = inhibition above about 13%, passing the limit was not always enough;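 also: 0% = enzyme with probe and DMSO and 100% = no enzyme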
MsrA act: activates bovine MsrA enzyme; purified bovine MsrA, absorbance read-out; 360,000 compounds, 0.3% hits; AID 602163; activation, % at 10.6 µM; in the data active = activation above about 7.5%;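 also: 0% = vehicle and 100% = reference activator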
MT1-MMP act inh: MT1-MMP (human) activation inhibition; P50281; HT1080 RFP-PRO-GFP cells, GFP/RFP ratio fluorescence, overnight; percent of plate control window, DMSO zero; GFP/RFP ratio change, % at 20 µM; 360,000 compounds, 0.061% hits; AID 651647;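 active = GFP/RFP ratio change of at least 30% with cell ATP level not reduced by more than half and red fluorescence within 50% of control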; also: strong numbers were not always called active
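Assay system: RFP-PRO-GFP reporter HT1080 cells; read-out basis: GFP/RFP fluorescence ratio; benchmarks: DMSO wells and RFP-L50D-GFP cells; doses: 20 µM single dose, 1% DMSO; schedule: overnight cell settling, then overnight compound exposure, 37 °C, 5% CO2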
CendR NRP1 mod: alters CendR peptide binding to human NRP-1. FAM-RPARPAR peptide binding to NRP-1, fluorescence polarization. inhibition, % at 25 µM. 360,000 compounds, 0.85% hits;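 active = inhibition or corrected inhibition above about 18%, plus a signal ratio from 0.5 to 1.5, limit read from the data, passing the limit was not always enough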; also: strong numbers were not always called active
Neddyl block: blocks human cullin neddylation | P61081+Q13564 | TR-FRET cullin neddylation, biochemical | calls only at 25 µM | 360,000 compounds, 0.58% hits | AID 651699; in the data active = inhibition above about 36%
MLLE-PAM2 inh: inhibitors of microRNA-mediated deadenylation, human PABP1 MLLE binding. P11940. GST-MLLE / FITC-PAM2 fluorescence polarization. inhibition, % at 20 µM. 360,000 compounds, 0.36% hits. AID 588489; in the data active = inhibition above about 35%, passing the limit was not always enough;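 also: plate controls were DMSO wells with GST-MLLE for no effect and wells lacking GST-MLLE protein for full effect; some results filed as inactive read as strong as hits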
FAS TE block: blocks the thioesterase domain of human fatty acid synthase. recombinant FAS-TE, OMFH fluorogenic substrate, fluorescence endpoint. inhibition, % at 15 µM. P49327. 360,000 compounds, 0.67% hits;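 active = compounds whose normalised, plate-corrected inhibition of enzyme fluorescence in the single-dose primary screen is 50% or more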;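 also: 0% = DMSO with enzyme and 100% = substrate without enzyme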
SKN-1 block: inhibitors of C. elegans SKN-1; C. elegans VP596 Pgst-4::GFP/RFP ratio, acrylamide-induced, 24 h; inhibition, % at 21.8 µM; 360,000 compounds, 0.49% hits;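 active = interference check ratio from 0.5 to 1.5 plus GFP to RFP signal ratio inhibition reaching or exceeding a fixed threshold, cut at about 30% in these data, passing the limit was not always enough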; also: some compounds called inactive have numbers as strong as hits
Rin1 Abl inh: inhibitors of human Rin1-Abl protein interaction; 360,000 compounds, 0.4% hits; inhibition, % at 7.35 µM; TR-FRET Rin1/Abl binding, biochemical; P00519+Q13671; AID 588664; in the data active = inhibition above about 5%, passing the limit was not always enough
The depositor's hits bear a star; i = inactive; / = not tested or not shown.

#1 COc1cc(COc2ccc(-c3nnco3)cc2)ccc1OC(F)F
#2 O=C(CSc1ccc(-c2ccco2)nn1)NCc1ccccc1
#3 CCOc1cc(/C=N/NC(=O)C(=O)NC2CC2)cc(Br)c1O
#4 CCN(CC)CC(C)CNC(=O)C1(O)c2ccccc2NC(=O)N1c1ccc(Cl)c(Cl)c1 (centres undefined)
#5 CC(C)CCNc1nc(N2CCCC2)c2c(c1C#N)CCN(C)C2
#6 CC1CCCN(C(=O)COc2ccc(NC(=O)c3cccs3)cc2)C1 (centres undefined)
#7 CC(=O)Nc1ccc(C(F)(F)F)cc1Cl
#8 COc1ccc(OCC(O)CN2CCN(c3ccc(Cl)cc3)CC2)cc1 (centres undefined)
#9 COc1ccc(-n2c(C)nn(C)c2=O)c(OC)c1
#10 COc1ccc(C(=O)Nn2c(SCC(=O)NC3CCCC3)nc3ccccc3c2=O)cc1
Assay by compound,1,2,3,4,5,6,7,8,9,10
eLon inh,-3,-6,-2,1,7,-1,-4,0,-6,2
MsrA act,-2,-3,-5,-2,-3,0,-2,0,2,2
MT1-MMP act inh,9,0,0,-2,-11,0,0,11,-1,4
CendR NRP1 mod,4,4,-2,9,-6,-1,-2,16,-21,-9
Neddyl block,i,i,i,i,/,i,i,i,i,i
MLLE-PAM2 inh,-6,32,-16,-3,7,3,-3,12,12,3
FAS TE block,-4,-10,-13,-5,4,-3,-2,-1,-5,-5
SKN-1 block,1,3,-6,5,14,5,-4,-9,10,1
Rin1 Abl inh,1,-3,0,2,2,4,-2,-1,-1,-1

#11 Cc1ccccc1/C=C1\Sc2ccc(C(=O)N3CCN(c4ccccn4)CC3)cc2N(C)C1=O
#12 CCOC(=O)c1csc(NC(=O)c2ccc(S(=O)(=O)N(CC)CC)cc2)n1
#13 COC(=O)c1c(C)[nH]c(C(=O)NCc2ccco2)c1C
#14 O=C(NC(CC(=O)N1CCN(c2ccccc2)CC1)c1ccccc1)c1ccccc1Cl (centres undefined)
#15 O=C(CN1CCN(S(=O)(=O)N2CCOCC2)CC1)Nc1cc(Cl)cc(Cl)c1
#16 O=C(CN1CCOCC1)NN=Cc1ccc([N+](=O)[O-])o1
#17 O=C(CCC(=O)c1ccc(F)cc1)Nc1cccc(S(=O)(=O)Nc2cccc(Cl)c2)c1
#18 CCN(CC)C(=O)c1ccc2sc([C@H]3C[C@H](O)[C@@H](CO)O3)nc2c1
#19 Cc1cc2oc3ccc(NCCC4CCCN4C)cc3c(=O)c2cc1C (centres undefined)
#20 Cc1cccc(C)c1NC(=O)C1(C)CSCC(=O)N1CCc1ccccc1 (centres undefined)
Assay by compound,11,12,13,14,15,16,17,18,19,20
eLon inh,2,0,-18,-11,-5,-4,-1,-8,20,/
MsrA act,-3,0,-4,-1,-2,-5,2,-3,0,/
MT1-MMP act inh,0,-4,-1,4,2,4,4,-1,-19,6
CendR NRP1 mod,12,1,0,6,8,0,-8,-14,-9,2
Neddyl block,i,/,i,i,i,i,i,i,i,i
MLLE-PAM2 inh,1,11,-7,11,10,16,-1,0,10,/
FAS TE block,13,-2,-2,-5,2,-11,22,-9,-7,/
SKN-1 block,-4,16,7,14,-6,1,13,-1,17,-8
Rin1 Abl inh,-1,4,4,2,5,-1,0,-1,-12,/

#21 CCCC(=O)N1CCN(S(=O)(=O)c2cc(Cl)ccc2OC)CC1
#22 CCN(CC)S(=O)(=O)c1ccc(Cl)c(NC(=O)CSc2nnc(-c3cccs3)o2)c1
#23 CCN(C(=O)CSc1nc2ccccc2c(=O)n1C(C)COC)C1CCS(=O)(=O)C1 (centres undefined)
#24 CS/C(=N\S(=O)(=O)c1cccs1)Nc1ccc(F)cc1
#25 COc1c(F)c(F)c(C(=O)Nc2ccc(-c3nc4ccccc4[nH]3)cc2)c(F)c1F
#26 O=C(CSc1ncn(-c2ccccc2)n1)Nc1nc2ccccc2s1
#27 c1ccc(-c2ccc(C(c3ccccc3)n3ccnc3)cc2)cc1 (centres undefined)
#28 COCCNC(=S)N(CCc1c(C)[nH]c2ccc(Cl)cc12)Cc1cccs1
#29 COc1cccc(-c2ncn(CCc3ccccc3OC)c2C(C)C)c1
#30 Cn1cc(CC(=O)Nc2cccc(C#N)c2)c2ccccc21
Assay by compound,21,22,23,24,25,26,27,28,29,30
eLon inh,16,-16,6,-14,-2,-2,-8,1,2,-5
MsrA act,-1,-3,-1,-9,-2,-1,-11,-5,0,-1
MT1-MMP act inh,-2,1,0,4,1,5,3,-2,-2,2
CendR NRP1 mod,3,-14,3,0,-8,-1,4,4,20,6
Neddyl block,i,i,i,i,i,i,i,i,i,i
MLLE-PAM2 inh,2,-25,12,1,8,31,5,-122,/,-6
FAS TE block,-3,-1,-5,-5,-8,16,/,30,5,11
SKN-1 block,4,4,-4,-16,-3,8,-5,20,10,4
Rin1 Abl inh,-1,9,0,-2,0,1,2,2,/,-1

Compounds shown so far containing a furan ring, fused or not, in the order listed:
#2 O=C(CSc1ccc(-c2ccco2)nn1)NCc1ccccc1
#13 COC(=O)c1c(C)[nH]c(C(=O)NCc2ccco2)c1C
#16 O=C(CN1CCOCC1)NN=Cc1ccc([N+](=O)[O-])o1
Assay by compound,2,13,16
eLon inh,-6,-18,-4
MsrA act,-3,-4,-5
MT1-MMP act inh,0,-1,4
CendR NRP1 mod,4,0,0
Neddyl block,i,i,i
MLLE-PAM2 inh,32,-7,16
FAS TE block,-10,-2,-11
SKN-1 block,3,7,1
Rin1 Abl inh,-3,4,-1

Molecules shown so far that contain an NH in an aromatic ring (three):
#13 COC(=O)c1c(C)[nH]c(C(=O)NCc2ccco2)c1C
#25 COc1c(F)c(F)c(C(=O)Nc2ccc(-c3nc4ccccc4[nH]3)cc2)c(F)c1F
#28 COCCNC(=S)N(CCc1c(C)[nH]c2ccc(Cl)cc12)Cc1cccs1
Assay by compound,13,25,28
eLon inh,-18,-2,1
MsrA act,-4,-2,-5
MT1-MMP act inh,-1,1,-2
CendR NRP1 mod,0,-8,4
Neddyl block,i,i,i
MLLE-PAM2 inh,-7,8,-122
FAS TE block,-2,-8,30
SKN-1 block,7,-3,20
Rin1 Abl inh,4,0,2

Further compounds:
#31 CC(C)OC(=O)CSc1nnc(-c2ccc([N+](=O)[O-])cc2)o1
#32 Cc1c(NC(=O)c2cccc(NC(=O)COc3ccccc3)c2)c(=O)n(-c2ccccc2)n1C
#33 Cc1cc(OCc2nc(-c3ccc(NC(=O)c4cccnc4)cc3)no2)ccc1Cl
#34 CC(C)COc1ccc(C(=O)NC(Cc2c[nH]c3ccccc23)C(=O)NN)cc1 (centres undefined)
#35 CSc1ccc(NC(=O)C(C)N2CCN(C)CC2)cc1 (centres undefined)
#36 O=C(Cc1ccc(NC(=O)C2CCN(C(=O)C3CCCC3)CC2)cc1)Nc1cccc(C(=O)N2CCCCC2)c1
#37 COc1ccc(S(=O)(=O)Cc2ccc(C(=O)N3CCN(c4ncccn4)CC3)o2)cc1
#38 CC(=O)Nc1ccc(S(=O)(=O)NCC(=O)OCC(=O)N2CCN(c3ccccc3)CC2)cc1
#39 COc1cccc(CNC(=O)c2cc(S(=O)(=O)N3CCCC3)cn2C)c1
#40 COc1ccc(S(=O)(=O)N(C)C[C@H]2Oc3ccc(NS(=O)(=O)c4cccs4)cc3CC(=O)N([C@H](C)CO)C[C@H]2C)cc1
Assay by compound,31,32,33,34,35,36,37,38,39,40
eLon inh,-7,-13,4,-1,4,-2,-7,-8,1,4
MsrA act,-3,-4,-2,0,0,-1,-1,-7,0,-13
MT1-MMP act inh,-3,3,5,2,4,0,-2,12,1,/
CendR NRP1 mod,6,-9,-4,1,4,-10,-14,3,1,-18
Neddyl block,i,i,i,i,i,i,i,i,i,i
MLLE-PAM2 inh,-4,-2,-5,-6,8,6,11,-72,5,2
FAS TE block,18,-5,-7,1,1,-6,-5,-8,-3,0
SKN-1 block,-5,-9,9,-19,25,-3,-9,4,11,-2
Rin1 Abl inh,0,1,-3,1,3,17*,2,2,-3,1

#41 Nc1ccc(C(=O)OCC(=O)N2CCN(C(=O)c3ccco3)CC2)cc1[N+](=O)[O-]
#42 Fc1cccc(C2CCCCN2Cc2nc(C3CC3)no2)c1 (centres undefined)
#43 CCOC(=O)CCn1c(=S)n(CCC(=O)OCC)c2ccccc21
#44 COC(=O)c1ccc(Oc2nc(NC(C)C)nc(SC)n2)cc1
#45 O=C1CC(c2ccccc2Cl)C2=C(COC2=O)N1 (centres undefined)
#46 COc1c([N+](=O)[O-])c(=O)oc2ccccc12
#47 C#CCNC(=O)C1=C[C@H](C2CCCCC2)C[C@H](OCc2ccc(CO)cc2)O1
#48 CCN(CC)C(=O)COc1coc(CN2CCN(c3cccc(Cl)c3)CC2)cc1=O
#49 O=C(Nc1ccccc1)C1=C[C@@H](C2CCCCC2)C[C@@H](OCCCCO)O1
#50 CCOc1ccc2nc(NCCCNS(=O)(=O)c3ccc(C)cc3)c(C#N)cc2c1
Assay by compound,41,42,43,44,45,46,47,48,49,50
eLon inh,-1,1,0,-2,-2,-7,-2,3,2,7
MsrA act,-5,0,-3,-2,-1,-2,-1,-3,1,-2
MT1-MMP act inh,3,-2,1,-19,3,6,4,-1,5,-13
CendR NRP1 mod,-3,4,12,-4,-4,-3,-9,5,-18,-17
Neddyl block,i,i,i,i,i,i,i,i,i,/
MLLE-PAM2 inh,-11,15,-80,-7,5,-7,-9,6,0,15
FAS TE block,-6,2,4,5,-8,-11,7,-3,10,22
SKN-1 block,-3,-4,5,-12,-5,8,8,3,4,-6
Rin1 Abl inh,-5,0,-1,1,-1,2,-1,-1,0,2

#51 Cc1ccc(Cl)cc1N1CCN(c2cccc[n+]2C)CC1
#52 Cc1cc(S(=O)(=O)N2CCCC2)ccc1OCC(=O)Nc1ccc(C(N)=O)cc1
#53 COc1cccc(NC(=O)Cn2c(=O)n(C)c(=O)c3sc4c(c32)COC(C)(C)C4)c1
#54 CC(=O)c1c(C)oc(C)c1CSCc1ccc(C(=O)O)o1
#55 CCC(C)(C)NC(=O)C(c1cccnc1)N(CCOC)C(=O)Cn1nnc2ccccc21 (centres undefined)
#56 Cc1ncsc1CCOC(=O)c1ccc(N2CCOCC2)c([N+](=O)[O-])c1
#57 O=C(O)C1CC=CCC1C(=O)NCc1ccc(Cl)c(Cl)c1 (centres undefined)
#58 Cc1ccc(NC(=O)c2cnn(-c3ccccc3)c2NC(=O)c2ccco2)cc1C
#59 O=C(c1cn(-c2ccccc2)nc1-c1ccc(Br)cc1)N1CCOCC1
#60 CN(C(=O)COC(=O)c1ccc2ccccc2n1)C1CCS(=O)(=O)C1 (centres undefined)
#61 CC(NC(=O)CCc1nnc(Cc2cccc(C(F)(F)F)c2)o1)C1CC1 (centres undefined)
#62 Cc1no[n+]([O-])c1COc1cccc(/C=N/Nc2nncn2N)c1
Assay by compound,51,52,53,54,55,56,57,58,59,60,61,62
eLon inh,1,-1,-2,2,2,-2,-3,-10,6,-7,3,-2
MsrA act,2,0,0,-7,0,-3,-5,-6,-3,2,1,12*
MT1-MMP act inh,-12,2,3,5,0,2,3,0,-5,-1,-3,-4
CendR NRP1 mod,0,1,5,-33,-7,1,8,3,5,-8,3,11
Neddyl block,i,i,i,i,i,i,i,i,i,i,i,i
MLLE-PAM2 inh,-144,-4,-1,31,4,6,-1,-3,5,-12,11,-31
FAS TE block,-6,-4,6,-4,-2,-6,-7,3,4,-12,1,1
SKN-1 block,-2,13,19,14,-7,3,2,-2,15,-1,-4,4
Rin1 Abl inh,-1,2,6,-1,1,3,-1,-1,-2,0,2,-2
